DAX1 inh-1: inhibitors of human orphan nuclear receptor DAX1 (NR0B1); P51843; HEK293 Gal4-DAX1 luciferase reporter, luminescence; inhibition, % at 6.75 µM; 340,000 tested, 0.99% active; AID 504766;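 active = inhibition above the mean over all tested compounds plus 3 SD, cut at about 4.2% in these data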;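 note: 0% = DAX1-transfected cells with DMSO and 100% = empty-vector control cells with DMSO; inhibition shows as a rise in luminescence from relieved DAX1 repression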
Target sequence (P51843 207-470 limits assumed): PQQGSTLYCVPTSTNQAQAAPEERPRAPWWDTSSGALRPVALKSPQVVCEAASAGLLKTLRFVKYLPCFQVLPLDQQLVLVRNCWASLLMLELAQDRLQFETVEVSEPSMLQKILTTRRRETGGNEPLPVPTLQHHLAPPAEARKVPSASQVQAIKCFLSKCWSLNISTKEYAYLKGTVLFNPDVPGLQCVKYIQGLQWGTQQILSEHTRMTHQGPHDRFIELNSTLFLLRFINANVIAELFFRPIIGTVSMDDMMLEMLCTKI
DAX1 inh-2: blocks DAX1 repression of SF-1 activated StAR promoter; HEK293T StAR-luciferase reporter, SF-1/DAX-1 repression relief; inhibition, % at 6.8 µM; 370,000 tested, 1.1% active; AID 652010;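 active = inhibition above the mean over all tested compounds plus 3 SD, cut at about 3.6% in these data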;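 note: 0% = DAX-1 cells with DMSO and 100% = cells lacking DAX-1 with DMSO; higher inhibition means more luminescence from relief of DAX-1 repression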
ADAM17 inh: ADAM17 inhibition, QFRET primary screen | recombinant ADAM17, EDANS/DABCYL FRET peptide cleavage | inhibition, % at 6.95 µM | 370,000 tested, 0.83% active;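 active = inhibition above the mean of compounds lying between control limits plus 3 SD, set per campaign, cut at about 8.5% in these data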;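 note: 0% = DMSO-only wells as the low control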
PLCb3 inh: blocks human PLC-beta3 enzyme activity | Purified PLC-beta3, fluorogenic substrate, fluorescence | inhibition, % at 12.2 µM | 370,000 tested, 0.18% active | AID 720704; in the data active = inhibition above about 11%;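 note: 0% = median of compound wells on plate and 100% = full blocker control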
NR1D1 modulator: modulates human Rev-erb alpha binding to DNA. Rev-erbα–FITC-DNA binding, fluorescence polarization, 90 min. 370,000 tested, 0.79% active. activity, % at 10 µM. AID 1259318;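 active = activity above about 14%, limit read from the data; passing the limit was not always enough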;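 note: 0% = DMSO wells with 35 nM protein and 100% = DMSO wells with 750 nM protein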
Target sequence (P20393 whole entry, looked up): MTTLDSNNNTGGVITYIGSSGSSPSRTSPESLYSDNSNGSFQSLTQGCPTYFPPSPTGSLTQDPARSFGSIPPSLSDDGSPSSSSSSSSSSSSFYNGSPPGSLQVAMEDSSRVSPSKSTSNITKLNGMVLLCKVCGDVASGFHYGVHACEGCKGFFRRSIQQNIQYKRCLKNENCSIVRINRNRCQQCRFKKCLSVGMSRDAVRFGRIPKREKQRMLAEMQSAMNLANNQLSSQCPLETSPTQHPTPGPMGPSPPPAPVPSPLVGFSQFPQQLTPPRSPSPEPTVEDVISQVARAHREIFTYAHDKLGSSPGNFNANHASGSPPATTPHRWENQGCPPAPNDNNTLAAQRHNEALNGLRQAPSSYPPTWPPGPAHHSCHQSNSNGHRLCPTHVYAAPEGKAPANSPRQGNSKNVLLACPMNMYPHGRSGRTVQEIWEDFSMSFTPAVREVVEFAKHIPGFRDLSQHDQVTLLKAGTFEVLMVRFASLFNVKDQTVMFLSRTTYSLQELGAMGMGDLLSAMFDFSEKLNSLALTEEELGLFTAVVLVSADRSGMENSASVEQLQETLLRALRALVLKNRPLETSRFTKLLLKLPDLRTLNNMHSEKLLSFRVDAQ
ssDAF12 agonist: activators of S. stercoralis DAF-12 nuclear receptor. AID 652126. 370,000 tested, 1% active. activation, % at 6.8 µM. HEK293 ssDAF-12/GRIP1 lit1-tk-luc reporter, luminescence; % of 3 µM dafachronic acid response;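 active = activation above the mean over all tested compounds plus 3 SD, cut at about 0.9% in these data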;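 note: 0% = DMSO-only wells and 100% = 3 µM delta7-dafachronic acid wells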
SMARCA2 act: activators of SMARCA2 function; MG213 cells, MMTV-luciferase reporter, dexamethasone, overnight; activation, % at 9.1 µM; AID 652017; 370,000 tested, 1% active; in the data active = activation above about 7.8%;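 note: 0% = vehicle wells and 100% = reference activator wells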
hcDAF-12 act: H. contortus DAF-12 activation, primary screen; HEK293 hcDAF-12 lit1-tk-luc reporter, luminescence; 0% DMSO, 100% Δ7-dafachronic acid; 370,000 tested, 1.4% active; activation, % at 6.8 µM; AID 652067;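 active = activation above the mean of all tested compounds plus 3 SD, cut at about 5.5% in these data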;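 note: 100% = response to 3 µM Δ7-dafachronic acid high control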
MBD2 DNA inh: blocks human MBD2 binding to methylated DNA. TR-FRET, MBD2 binding to methylated oligonucleotide. inhibition, % at 4.4 µM. 370,000 tested, 0.31% active; in the data active = inhibition above about 13%
PLCg1 inh: inhibitors of human phospholipase C gamma1; P19174; purified PLC-gamma1, fluorogenic substrate, fluorescence; inhibition, % at 12.2 µM; 370,000 tested, 0.84% active; AID 720700; in the data active = inhibition above about 9.5%
hgDAF12 agonist: agonists of H. glycines DAF-12 nuclear receptor; AID 687014; activation, % at 6.8 µM; HEK293 GAL4-hgDAF12 UAS-luciferase reporter, agonist luminescence; normalized to butyrate control; 370,000 tested, 1.8% active;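 active = activation above a cutoff set at the mean of all screened compounds plus 3 SD, cut at about 10% in these data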;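 note: 0% = DMSO wells and 100% = sodium butyrate wells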
* marks the source's active call; other numbers are inactive results; i = inactive; nt = no result given; & = joins results of further samples.

SMILES	DAX1 inh-1	DAX1 inh-2	ADAM17 inh	PLCb3 inh	NR1D1 modulator	ssDAF12 agonist	SMARCA2 act	hcDAF-12 act	MBD2 DNA inh	PLCg1 inh	hgDAF12 agonist
Cc1cc(C)nc(N2CCC(C(=O)NNC(=O)c3ccccc3)CC2)n1	0.8	0.1	-9	-13	6	-1.3	-2	-1.6	0	-4	-1.3
Nc1[nH]c(C(=O)c2ccc(Br)cc2)c(-c2ccncc2)c1C(=O)NCCc1c[nH]c2ccccc12	nt	-0.3	4	-2	13	-0.3	-2	-0.8	-8	0	5.2
CCOc1cc2c(C#N)c(N3CCCCC3)nc(N)c2c(N)n1	1.3	0.5	-39	-291	0	-1.0	0	-0.1	-10	-189	1.8
CCn1c(SCC(=O)NCc2ccccc2)nnc1-c1ccccc1O	-1.1	-0.4	-3	0	-5	-1.7	-4	-1.9	-2	-1	-1.7
CCCCCCC1CCC(c2nc(-c3ccncc3)no2)CC1 (centres undefined)	-0.3	-0.3	-3	5	0	-0.9	-4	-0.1	3	3	0.5
CCN(CC)CCn1cnc2c1c(=O)n(CCOC(=O)c1cc(OC)c(OC)c(OC)c1)c(=O)n2C	-1.0	0.5	3	9	-4	-1.1	-6	-0.1	-6	7	0.9
CCN(CC)c1ccc(N=C2C(=O)Nc3ccccc32)cc1	-0.4	-0.7	-5	-26	7	-0.5	-3	0.3	-13	-5	-0.6
CC1(C)NC(=O)N(CC(=O)OCC(=O)Nc2cc(S(=O)(=O)N3CCCCCC3)ccc2Cl)C1=O	-0.1	0.3	-2	2	2	-1.2	-1	-0.1	4	-4	8.0
COC(=O)c1ccc(CN2C(=O)c3ccccc3C2=O)cc1	0.7	-0.2	-2	0	4	-1.0	-2	1.1	-1	1	2.5
CSc1ncnc2c1ncn2CCCNCc1ccc2c(c1)OCO2	0.2	1.5	3	2	0	-0.9	-1	1.5	-1	-2	-3.2
CCC(Oc1ccccc1)C(=O)Nc1ccccc1C(=O)N1CCN(C)CC1 (centres undefined)	-0.5	-2.7	0	-3	1	-0.5	1	0.4	4	1	-3.7
CCc1ccc(NS(=O)(=O)c2c(C)nc3sc(CC)nn3c2=O)cc1	-0.7	-1.4	0	0	2	-1.1	-2	-0.5	-4	1	-2.3
CCC(=O)NNc1nc2c(C)c(C)ccc2s1	-0.5	-0.2	-1	2	-6	-0.8	-1	1.7	1	-2	-0.8
Nc1ccc(S(=O)(=O)Nc2cc(Cl)c(N)c(Cl)c2)cc1	1.1	-1.2	-3	-3	-5	-0.7	-4	-1.1	0	0	0.5
CCOP(=O)(OCC)C(Nc1cc(Cl)cc(Cl)c1)c1cccc(O)c1 (centres undefined)	-1.7	-0.7	6	4	6	-0.4	-1	-0.7	-12	0	0.7
COc1ccc(C2c3[nH]c4ccccc4c3CCN2C(=O)c2cc3ncccn3n2)c(F)c1 (centres undefined)	-1.0	-0.4	3	-7	8	0.1	-1	2.8	-4	-5	5.8
COc1ccc(S[C@]2(C(=O)N3CCCC3)CC(=O)N(c3ccsc3)[C@@H]2c2ccc(OC)cc2)cc1	nt	-2.2	6	4	2	-1.5	-5	-1.8	-1	3	-0.6
C[C@@]12CCC3[C@@](CCC4[C@@]3(C)CCC[C@@]4(C)C(=O)NC3CCCCC3)(CC1=O)C2 (some centres undefined)	0.9	0.2	-3	-1	3	-1.4	2	0.4	2	2	-0.6
CCCCOC(=O)c1ccc(-c2ccc(/C=N/NC(=S)NCC)o2)cc1	0.0	0.2	-21	-105	2	-0.5	1	1.4	-5	-78	2.6
CC(=O)c1cccc(N=Cc2c(O)ccc3ccccc23)c1	0.1	0.1	-4	-9	2	-1.7	-1	1.4	-4	-7	4.7
COc1ccc(Oc2cc(C)c3ccccc3n2)cc1	-0.4	1.2	-7	0	11	-1.2	2	-1.8	2	0	1.2
COc1ccccc1N(C)S(=O)(=O)c1ccc(C(=O)OCC(=O)c2c[nH]c3ccccc23)cc1	0.8	0.0	7	-6	-5	-0.9	-4	1.7	-7	-16	2.2
Cc1cnc(CN2CCc3c([nH]c4ccccc34)C2C2CCCCC2)[nH]1 (centres undefined)	-1.3	0.3	-3	-17	-1	-1.0	2	1.7	0	-16	-0.9
O=C1c2ccccc2C(=O)N1CCCc1nc2ccccc2c(=O)n1Cc1ccco1	-0.1	0.2	-5	-2	-5	-0.7	1	-1.6	1	-1	1.5
CCCCNc1c(-c2ccc(SC3CCCCC3)cc2)nc2ccccn12	5.1*	4.0*	-169	i	9	0.5	7.9*	3.6	3	i	12*
O=C(CNC(=O)COc1ccccc1)NCc1cccnc1	2.0	-0.1	-1	0	-11	-0.4	0	1.3	0	-2	0.5
O=C1NCC(c2ccccc2)C1C(=O)N/N=C\c1ccc(-c2cccc(Cl)c2Cl)o1 (centres undefined)	0.3	-0.6	0	-12	-3	-1.1	-1	-1.0	-1	-7	2.4
COC(=O)c1ccc(COC(=O)CNC(=O)CNC(=O)c2ccc(C)cc2)cc1	0.3	0.2	-4	3	-1	-1.3	-4	-0.7	2	0	4.5
Oc1ccccc1CNc1ccc(Br)cn1	2.2	1.0	-4	1	0	-0.9	6	4.0	0	-1	12*
O=S(=O)(c1cccc2nsnc12)N1CCN(c2ncccn2)CC1	-0.4	-0.1	-4	1	3	-1.1	0	-0.8	2	-1	-2.2
CC(C)(C)NC(=O)c1ccc(COc2ccccc2Br)o1	0.6	-0.5	5	3	0	-1.1	0	-3.6	-2	9	0.4
CC1CCN(C(=O)c2ccc3c(c2)C(=O)c2ccccc2-3)CC1	-0.1	-1.0	-6	1	8	-1.6	-1	0.9	3	1	0.3
CC1=C(C/C=C(\C)CCC[C@H](C)CCC[C@H](C)CCCC(C)C)C(=O)c2ccccc2C1=O	nt	0.5	-1	-5	-1&0	-0.8	0	1.1	-2	-4	-1.0
CSc1ccc(-c2nc(O)c3cnccn23)cc1	1.5	-1.0	-5	-19	2	-1.2	1	-2.4	-8	-17	-2.5
COc1ccc(NC(=O)c2ccc(NCC3CCCO3)c([N+](=O)[O-])c2)cc1 (centres undefined)	-0.8	-0.1	0	1	1	-1.8	0	-2.2	-4	3	2.8
O=C(Cc1cn2ccsc2n1)Nc1ccccc1Oc1ccccc1	-0.7	-0.1	-4	0	-2	-1.5	-4	-1.5	1	1	1.8
Nn1c(SCC(=O)Nc2ccc(OC(F)F)cc2)nnc(Cc2ccccc2)c1=O	-1.0	-1.9	1	-4	-8	-1.1	-1	-2.4	-2	-1	-1.0
O=C(OC1CCOC1=O)c1cccc(S(=O)(=O)Nc2ccc(F)cc2)c1 (centres undefined)	0.2	0.1	3	10	-1	-1.2	-1	2.7	-4	8	3.7
CCOCCCNC(=O)/C(C#N)=C/c1ccc(C(=O)OC)cc1	0.3	1.2	-2	-7	2	0.6	7	-0.2	3	1	-0.6
CC(/C=C1\SC(=O)N(CC(=O)Nc2ccc(O)cc2)C1=O)=C\c1ccccc1	-1.7	-0.9	3	-3	3	-1.8	-1	-2.5	0	-1	2.7
CCc1ccccc1NC(=O)C(CC)Sc1nc2cc3c(cc2c(=O)n1Cc1ccco1)OCO3 (centres undefined)	-1.0	0.1	1	1	5	-1.3	-1	-0.8	-2	1	1.6
CCn1c(SCC(=O)Nc2ccc(OC)cc2OC)nc2nc3c(cc2c1=O)COC(C)(C)C3	-0.6	-0.7	-3	-9	4	-1.9	-3	-0.5	-5	-1	-2.8
CCC12CCCN3CCC4(C(=C(C(=O)OC)C1)Nc1ccccc14)C32 (centres undefined)	1.0	0.3	-17	-73	-4	0.2	-2	1.8	-3	-47	0.8
Cn1cnc2cc(NC(=O)c3ccc(Cl)cc3)ccc21	1.1	6.6*	-1	0	-2	-0.5	5	2.4	-3	2	12*
COC(=O)C(C)Sc1snnc1-c1ccccc1 (centres undefined)	-0.7	-0.5	-4	2	2	-0.8	-1	-1.9	1	-4	0.2
COc1ccc(C(=O)COC(=O)c2ccccc2NS(=O)(=O)c2ccc(O)c([N+](=O)[O-])c2)cc1	-0.4	0.1	-1	-7	3	-1.5	-2	-1.5	3	-2	-1.9
COc1ccccc1CNC(=O)COC(=O)Cc1c[nH]c2ccccc12	0.8	1.4	-3	-6	0	0.2	0	2.7	-2	2	3.0
CC(C)Cc1cc(C(=O)Nc2cc(C(F)(F)F)ccc2Cl)no1	1.6	0.2	3	3	-1	-0.4	-1	3.0	-1	12*	2.2
CCCNc1nc(N2CCCC2)nc(N2CCCC2)n1	0.4	-1.3	-5	-7	0	-1.1	-3	-2.3	0	1	2.2
O=C(Cn1nc(-c2ccccc2)c2ccccc2c1=O)NCCN1CCOCC1	0.4	-0.4	-3	1	4	-1.1	-2	3.0	5	-4	-1.7

The results go on.
SMILES	DAX1 inh-1	DAX1 inh-2	ADAM17 inh	PLCb3 inh	NR1D1 modulator	ssDAF12 agonist	SMARCA2 act	hcDAF-12 act	MBD2 DNA inh	PLCg1 inh	hgDAF12 agonist
Cc1ccc2c(c1)N(CC(=O)NCCCN1CCOCC1)C(=O)C(C(C)C)O2 (centres undefined)	-0.1	0.7	2	-2	-4	-0.8	2	-1.0	-1	2	2.1
O=C(NCCc1cccc(Cl)c1)c1cccnc1	0.3	1.3	6	3	-1	-0.8	-1	0.2	-3	2	7.2
CCc1cc(C(=O)c2ccc(OC)cc2)c(NC(=O)CC(C)(C)CC(=O)O)s1	0.7	-0.1	-22	-8	6	-1.4	-6	0.0	0	-5	-4.1
COc1ccc(C(CNC(=O)C(=O)NC2CCCCC2)N2CCN(C)CC2)cc1 (centres undefined)	-1.1	0.8	-6	-1	-4	-0.9	-1	-1.2	-3	3	0.0
CCOC(=O)c1[nH]c(C)c(C(=O)NC2CCCCC2)c1C	-0.2	-1.6	0	3	1	-0.4	2	0.0	0	5	-0.5
CC(=O)Nc1cccc(C(=O)OCC(=O)NCc2cc(C)c(O)c(C)c2)c1	1.8	2.4	-7	-8	-1	-0.3	-2	1.9	-7	3	3.4
O=C(CSc1nnc(COc2ccccc2)o1)NC1CC2CCC1C2 (centres undefined)	-0.5	0.2	-2	-6	-2	-0.5	2	0.4	-5	-1	1.3
C[C@@H]1CCN(C2CC2)S(=O)(=O)c2c(cccc2N2CCC[C@H]2CO)O1	nt	-0.1	0	-1	1	-1.1	1	-1.5	-4	2	1.7
CCOc1nc(NCCO)nc(NCCC2=CCCCC2)n1	-0.8	1.1	0	2	2	-0.6	3	-0.7	0	5	-1.0
COc1ccc(NC(=O)Cn2nc3n(c2=S)CCC3)cc1	1.2	-0.1	0	2	-3	-1.3	-2	-0.6	4	0	0.0

Quoted at random: 3 records from the list, in no set order.
SMILES	DAX1 inh-1	DAX1 inh-2	ADAM17 inh	PLCb3 inh	NR1D1 modulator	ssDAF12 agonist	SMARCA2 act	hcDAF-12 act	MBD2 DNA inh	PLCg1 inh	hgDAF12 agonist
CSc1ncnc2c1ncn2CCCNCc1ccc2c(c1)OCO2	0.2	1.5	3	2	0	-0.9	-1	1.5	-1	-2	-3.2
CC(C)(C)NC(=O)c1ccc(COc2ccccc2Br)o1	0.6	-0.5	5	3	0	-1.1	0	-3.6	-2	9	0.4
CCc1cc(C(=O)c2ccc(OC)cc2)c(NC(=O)CC(C)(C)CC(=O)O)s1	0.7	-0.1	-22	-8	6	-1.4	-6	0.0	0	-5	-4.1

Screening results (PubChem BioAssay)
